# CYP2C19 inhib = inhibitors of human CYP2C19; P33261; CYP2C19 Supersomes, luciferin-H EGE luminescence, 30 min; AID 778; 96,000 tested, 21% active; inhibition, % at 5 µM;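 active = CYP2C19 inhibition above a set limit at 5 µM in the primary screen, cut at about 50% in these data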;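 note: plate controls were negative control wells for no effect and 2.5 mM tranylcypromine positive control for full effect; values of inactives mirror those of a sister screen read the other way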
# Target sequence (P33261 whole entry, looked up): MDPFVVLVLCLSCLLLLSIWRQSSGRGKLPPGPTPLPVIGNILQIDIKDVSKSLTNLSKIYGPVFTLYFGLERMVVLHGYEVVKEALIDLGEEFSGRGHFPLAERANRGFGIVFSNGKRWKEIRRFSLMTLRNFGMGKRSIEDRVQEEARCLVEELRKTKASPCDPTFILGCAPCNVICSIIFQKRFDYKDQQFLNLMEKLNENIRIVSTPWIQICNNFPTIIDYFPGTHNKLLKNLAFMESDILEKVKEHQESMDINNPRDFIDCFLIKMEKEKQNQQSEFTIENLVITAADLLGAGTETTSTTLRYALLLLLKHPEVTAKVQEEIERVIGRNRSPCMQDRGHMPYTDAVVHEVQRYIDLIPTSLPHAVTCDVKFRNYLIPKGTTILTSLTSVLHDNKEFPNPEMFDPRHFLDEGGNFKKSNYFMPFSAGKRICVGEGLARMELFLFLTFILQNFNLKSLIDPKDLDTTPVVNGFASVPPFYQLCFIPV
# CYP2C9 act = increases human cytochrome P450 2C9 activity. recombinant CYP2C9, luciferin-H conversion, luminescence; stronger effect = higher value; factor 1 = untreated enzyme, 0 = blocked. activation factor at 5 µM. 96,000 tested, 1.4% active;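 active = activation factor of 2 or more for CYP2C9 at a 5 µM dose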;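 note: 0 = sulfaphenazole-blocked wells and 1 = vehicle-only wells; values of inactives mirror those of a sister screen read the other way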
# E coli WT exp = growth inhibitors of E. coli BW25113 wild type; growth inhibition, % at 100 µM; 98,000 tested, 0.15% active; OD600 absorbance;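 active = growth inhibition above about 50% at one test dose, limit read from the data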;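 note: growth measured after 20 h incubation at 37 °C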
# PLAP act = human PLAP activation; purified PLAP enzyme, luminescent substrate read-out; stronger effect = higher value; activation fold at 20 µM; 96,000 tested, 1.2% active; in the data active = activation fold above about 2
# Target sequence (P05187 whole entry, looked up): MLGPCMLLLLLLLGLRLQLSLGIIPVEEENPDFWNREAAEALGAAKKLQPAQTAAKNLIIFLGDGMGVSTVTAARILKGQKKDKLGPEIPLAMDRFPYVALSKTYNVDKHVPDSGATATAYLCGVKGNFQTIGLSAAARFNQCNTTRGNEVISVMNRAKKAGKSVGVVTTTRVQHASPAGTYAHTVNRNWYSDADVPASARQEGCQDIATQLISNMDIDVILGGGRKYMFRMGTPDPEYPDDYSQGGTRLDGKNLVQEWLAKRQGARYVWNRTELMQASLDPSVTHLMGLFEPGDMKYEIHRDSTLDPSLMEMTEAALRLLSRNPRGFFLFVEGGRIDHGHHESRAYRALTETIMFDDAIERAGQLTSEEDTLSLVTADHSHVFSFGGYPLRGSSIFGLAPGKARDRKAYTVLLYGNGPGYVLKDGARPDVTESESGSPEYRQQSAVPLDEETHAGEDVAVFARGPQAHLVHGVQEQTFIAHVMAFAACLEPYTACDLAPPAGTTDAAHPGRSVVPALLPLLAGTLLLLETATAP
# CYP2C19 activ = activators of human cytochrome P450 2C19 | activation factor at 5 µM | 96,000 tested, under 10 active | P33261 | recombinant CYP2C19, luciferin-H EGE luminescence; stronger effect = higher value; 0 = fully inhibited enzyme, 1 = untreated enzyme;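 active = activation factor of at least 2 at 5 µM in the primary screen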;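 note: 0 = wells with 2.5 mM tranylcypromine and 1 = vehicle-only wells; values of inactives mirror those of a sister screen read the other way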
# EphB4 antag = EphB4-ephrin-B2 interaction antagonism; EphB4 LBD / TNYL-RAW-Alexa532 peptide, fluorescence polarization; inhibition, % at 7 µM; 97,000 tested, 0.15% active; AID 720;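 active = inhibition above the screen-wide mean inhibition plus 3 SD, cut at about 15% in these data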;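 note: 0% = DMSO wells and 100% = excess unlabeled TNYL-RAW peptide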
# Pyk2 oligo antag = blocks oligomerization of human Pyk2 in cells | Q14289 | Q293 cells, Pyk2 FERM NanoBiT luminescence; stronger effect = lower value | z-score (the deposit names both 25 µM and 10 µM) | 99,000 tested, 0.83% active;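 active = Z-score of -3 or lower, scaled per plate to the spread of control and sample wells; inactive = z-score above -3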;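 note: negative z-score means lost luminescence so less FERM oligomerization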
# PostGolgi yeast = growth inhibition of a yeast mutant, post-Golgi transport screen. post-Golgi transport phenotypic cell assay. inhibition, % at 10 µM. 98,000 tested, 0.9% active; in the data active = inhibition above about 30%;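 note: yeast cells grown in 1536-well plates; yeast grown about 18 h at 30C before absorbance read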
# CYP2C9 inh = blocks human cytochrome P450 2C9. P11712. CYP2C9 Supersomes, luciferin-H conversion, luminescence. inhibition, % at 5 µM. 96,000 tested, 20% active. AID 777;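 active = blocking of liver enzyme CYP2C9 beyond about 50% at 5 µM, limit read from the data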; note: values of inactives mirror those of a sister screen read the other way
# Starred values were filed as active, the others as inactive; . = no result given.
SMILES,CYP2C19 inhib,CYP2C9 act,E coli WT exp,PLAP act,CYP2C19 activ,EphB4 antag,Pyk2 oligo antag,PostGolgi yeast,CYP2C9 inh
CCCc1ccc(OCCNC(C)=O)cc1,.,.,6,.,.,2,-0.62,5,.
CC(C)Oc1cccc(C(=O)Nc2ccc(NC(=O)c3ccco3)cc2)c1,29,0.7,-14,1,0.7,5,-0.88,4,34
CC1=CCC(C(=O)O)(C(=O)N/N=C/c2cccs2)C(c2ccc([N+](=O)[O-])cc2)C1 (stereo not drawn),2,0.8,9,1.3,1,6,-1,1,20
CCCCNC(=O)C1CCCN1C(=O)Nc1cccc(OC)c1 (stereo not drawn),-7,1.1,-1,1.1,1.1,2,0.28,8,-8
O=C1OC(Nc2ccc(Br)cc2F)c2ccccc21 (stereo not drawn),-6,1.1,.,1,1.1,-7,0.52,.,-8
S=C1SCN(CCN2CCOCC2)CN1Cc1ccccc1,25,0.8,50*,1,0.7,2,-0.43,-6,22
Cc1ccc(-c2nnc(SCC#CCOC(=O)c3ccco3)o2)cc1,89*,0.1,-12,1.1,0.1,-5,0.95,-6,89*
CC(=O)c1cccc(NC(=O)NC(C)C2CCCO2)c1 (stereo not drawn),1,1.1,8,0.9,1,-1,2,0,-9
COc1cc(C(=O)N2CCN(Cc3ccccc3C(F)(F)F)CC2)cc(OC)c1OC,23,1.2,-7,1.5,0.8,2,0.23,1,-21
Cc1ccc(N2CN=c3s/c(=C\c4cccnc4)c(=O)n3C2)cc1,23,0.9,1,0.9,0.8,1,-0.93,-1,7
COC(=O)c1ccc2ncccc2c1,3,1.1,5,0.9,1,0,0.77,-7,-6
C=CCNCCCCOc1c(Cl)cc(C)cc1Br,57*,1.1,20,1.2,0.4,6,0.65,7,-10
O=C(CSc1ccc2nnc(-c3cccc(F)c3)n2n1)NCc1ccco1,2,0.6,0,0.9,1,2,-0.57,-6,44
O=C(O)C1C2CCC(O2)C1C(=O)NCc1ccncc1 (stereo not drawn),35,0.7,4,1.2,0.7,3,-0.37,0,30
CC(Oc1ccc(F)cc1)C(=O)/C=C\N(C)C (stereo not drawn),18,0.9,6,1,0.8,3,1.2,3,10
O=c1c2[nH]c3ccccc3c2ncn1CCCn1ccnc1,30,0.3,8,0.9,0.7,-1,2.9,2,72*
CC(NC(=O)C1CCC(=O)N1Cc1ccc(F)cc1)c1ccc2c(c1)OCCO2 (stereo not drawn),2,0.9,8,1,1,-5,.,-1,13
COc1ccc(NC(=O)NC2CC3CCCC(C2)N3Cc2ccccc2)cc1 (stereo not drawn),0,1.1,-2,1.7,1,-5,0.02,-7,-6
CC(C)(C)n1nnnc1C(c1ccncc1)N1CCN(C2CCCCC2)CC1 (stereo not drawn),13,0.8,-6,1.6,0.9,-6,-0.05,-6,17
COc1cccc(-c2nnc3sc(-c4ccc(C)cc4)nn23)c1,13,0.7,-9,1.2,0.9,2,.,3,28
Nc1nc(-c2ccccc2)cs1,4,1.1,5,0.8,1,0,-0.09,-1,-6
CCNc1nc(SCC(=O)OC)nc(N2CCOCC2)n1,1,1,-4,0.9,1,.,1.3,-4,3
COc1cccc(N2CC(O)=C(c3ccccc3)C2=N)c1,12,1.1,5,1,0.9,-5,-0.02,-7,-6
Nc1c2c(nc3ccccc13)N(c1ccccc1)CC2,21,1.1,12,0.7,0.8,.,-0.07,8,-9
COC(=O)/C=C1\NCCSC1=O,-14,1.1,4,1,1.1,-6,-2.1,7,-8

# 4 entries picked at random from those above:
SMILES,CYP2C19 inhib,CYP2C9 act,E coli WT exp,PLAP act,CYP2C19 activ,EphB4 antag,Pyk2 oligo antag,PostGolgi yeast,CYP2C9 inh
COC(=O)c1ccc2ncccc2c1,3,1.1,5,0.9,1,0,0.77,-7,-6
O=C(O)C1C2CCC(O2)C1C(=O)NCc1ccncc1 (stereo not drawn),35,0.7,4,1.2,0.7,3,-0.37,0,30
CCCCNC(=O)C1CCCN1C(=O)Nc1cccc(OC)c1 (stereo not drawn),-7,1.1,-1,1.1,1.1,2,0.28,8,-8
Nc1nc(-c2ccccc2)cs1,4,1.1,5,0.8,1,0,-0.09,-1,-6

# (continued)
SMILES,CYP2C19 inhib,CYP2C9 act,E coli WT exp,PLAP act,CYP2C19 activ,EphB4 antag,Pyk2 oligo antag,PostGolgi yeast,CYP2C9 inh
CC(=O)NCc1c(Cl)cccc1-n1cccc1,21,0.8,-9,0.9,0.8,1,0.1,-1,21
Cc1ccc(C(=O)Oc2ccc(-c3nccc(-c4ccccn4)n3)cc2)cc1,-5,1,-10,1.3,1.1,7,0.38,-4,-3
Oc1ccc(CNc2ccccc2O)cc1,22,0.8,9,1.3,0.8,-13,0.55,15,22
CN(C)c1ccc(NC(=O)CN2CCC(N3CCCCC3)CC2)cc1,-10,1.2,6,1.1,1.1,-6,-0.09,1,-20
Cc1ccccc1-c1nnn(CC(=O)N2CCN(S(=O)(=O)c3ccc(Cl)cc3)CC2)n1,62*,0.8,-12,1.6,0.4,-6,0.64,3,20
O=C(Nc1ccc(N2CCN(C(=O)c3ccc(Cl)cc3)CC2)cc1)c1cccnc1,17,0.9,1,1.2,0.8,2,0.28,-11,10
CN(C)c1ccccc1C(=O)c1ccccc1N(C)C,40,1.7,4,0.8,0.6,-7,-0.42,6,-67
CCC(=O)N1CCCc2cc(S(=O)(=O)N3CCCc4ccccc43)ccc21,21,1.6,-13,1.7,0.8,-10,-1.3,17,-63
Cc1cc(C)n(Cc2ccc(Cl)c(Cl)c2)c(=O)c1S(=O)(=O)c1ccccc1,2,1.1,-5,0.9,1,-2,-0.2,14,-8
COC(=O)Cn1c(=NC(=O)C(C)C)sc2c(C)cc(C)cc21,10,0.9,-3,1,0.9,2,.,-8,10
Cc1cc(C(F)(F)F)c2c(C)nn(CCc3nn[nH]n3)c2n1,15,1,6,0.9,0.9,2,0.06,7,0
CCCCC(c1nnnn1C1CCCC1)N1CCN(C(=O)c2ccco2)CC1 (stereo not drawn),73*,0.3,4,1.8,0.3,4,0.3,1,69*
CCCCc1c(O)c2ccccc2[nH]c1=O,26,0.9,4,1.2,0.7,-3,-0.62,6,13
O=C(CSc1nnc(CNC(=O)c2ccccc2F)o1)NCCc1ccccc1,5,0.8,1,1,1,-4,0.54,4,16
Cc1cc(C(=O)NCc2cccs2)no1,1,1,-5,0.9,1,-4,0.41,-19,-5
O=C(Nc1ccccc1O)c1cc(S(=O)(=O)N2CCOCC2)c(Cl)cc1Cl,5,0.7,9,1,0.9,3,0.09,13,27
Cc1ccc(C(=O)CSc2nnc(-c3cccnc3)n2N)cc1,2,1,-1,0.9,1,0,0.62,6,3
COC(=O)CSc1nnc(CNC(=O)c2cc(OC)c(OC)c(OC)c2)n1C,-20,1.2,-2,0.9,1.2,-3,0.67,-2,-15
CCn1c(N2CCN(C(=O)Nc3ccc(F)cc3)CC2)nc2ccccc21,26,1.4,-1,1.1,0.7,6,0.11,3,-36
COc1ccc(NC(=S)NCC2CCCO2)c(OC)c1 (stereo not drawn),56*,1.1,11,0.9,0.4,-8,-0.69,-3,-7
O=C1OC(c2cccs2)=N/C1=C\c1ccc(-c2cccc(Cl)c2)o1,14,0.8,-17,0.9,0.9,-7,0.42,3,20
Cc1ccc(S(=O)(=O)Nc2ccc3nc(C)sc3c2)cc1,23,0.2,3,1,0.8,-4,1.5,14,79*
Cc1ccc(C)c(OCCOCCN2CCOCC2)c1,29,1.2,6,1.4,0.7,7,0.55,2,-15
COc1cccc(OCCN2CCN(c3ncnc4c3cnn4-c3ccccc3)CC2)c1,50,0.5,-14,1.4,0.5,-14,-1.5,-6,48
COc1ccc(NC(=O)CSc2ccc3c(c2)OCCO3)cc1OC,46,0.4,-1,0.9,0.5,-1,0.22,4,64*

# The results go on.
SMILES,CYP2C19 inhib,CYP2C9 act,E coli WT exp,PLAP act,CYP2C19 activ,EphB4 antag,Pyk2 oligo antag,PostGolgi yeast,CYP2C9 inh
CCCOc1ccc(N2C(=O)CC(NCCNc3ccc(S(=O)(=O)CC)cc3)C2=O)cc1 (stereo not drawn),-10,0.8,3,1.4,1.1,2,-0.34,5,17
CC1CC(C)(C)NC(=O)O1 (stereo not drawn),3,0.9,-8,0.9,1,-3,-0.12,0,8
FC(F)(F)c1cc(-c2ccco2)nc(-n2nc(C(F)(F)F)cc2C2CC2)n1,5,0.8,9,0.9,0.9,3,-0.02,3,20
CCOCCCNC(=O)c1cc2sc(Cl)cc2n1CC,52*,0.8,1,1.4,0.5,.,-0.71,39*,22
CCCCn1nc2cc(C(=O)NCC3CC3)ccc2c1OCC,5,1.2,-1,0.9,0.9,0,.,-6,-22
CCOC(=O)Cn1cnc2sc3c(c2c1=O)CCC3,26,0.9,-4,1.2,0.7,3,0.47,-7,8
Cc1cccc(C(C)C)c1NC(=O)CSc1nncn1C,-14,1,-5,1.2,1.1,4,0.14,0,-4
O=c1sc2ccccc2n1CCOc1ccccc1,98*,0.1,4,0.7,0,-6,-1,-8,88*
O=c1oc2c(CN3CCOCC3)c(O)c(Cl)cc2c2c1CCCC2,16,0.8,4,1.9,0.8,.,0.73,6,23
CC1CCN(S(=O)(=O)c2ccc(-c3nnc(SCc4cccnc4)o3)cc2)CC1,45,0.6,-1,1.1,0.5,-11,1.4,-4,42
c1ccc(C2CCC(N3CCC(N4CCCCC4)CC3)CC2)cc1 (stereo not drawn),-4,0.9,3,1.3,1,2,.,-3,11
CC(C)(C)C(=O)CSc1nnc(-c2cccs2)n1CC1CCCO1 (stereo not drawn),56*,1,-2,1,0.4,-3,0.64,-4,0
CCn1c(CSc2nc3ccccc3s2)nnc1SCC(=O)c1ccc(O)cc1O,-14,1.1,-12,1.3,1.1,3,0.02,0,-10
CCCCn1c(CN2CCN(c3cccc(Cl)c3)CC2)nc2c1c(=O)n(C)c(=O)n2C,56*,0.1,8,2.1*,0.4,-1,0.46,-4,85*
COc1ccc(S(=O)(=O)N(CC(=O)N2CCN(C)CC2)c2ccc(C)cc2)cc1OC,38,0.9,-2,1.4,0.6,-2,1.9,-1,9
O=C(CCC1CCCC1)Nc1ccon1,26,0.9,15,1.1,0.7,0,-0.28,5,12
C=CCc1cccc(/C=N/n2c(C)nnc2C)c1O,15,1,10,0.8,0.9,-3,-0.32,-9,1
CCOC(=O)c1snc2c(=O)[nH]cnc12,10,0.8,-12,1,0.9,-9,0.06,4,21
Cc1nnc(SCC(=O)NC(C)c2ccccc2)[nH]c1=O (stereo not drawn),-3,1,0,1.2,1,.,0.48,-2,4
Cn1cccc1C(=O)OCC(=O)c1cc2ccccc2o1,46,1.1,.,0.9,0.5,6,-1.7,.,-7
CC(C)Oc1ccc(C(=O)N(Cc2ccco2)C2CCS(=O)(=O)C2)cc1 (stereo not drawn),7,1,0,1,0.9,-3,-0.79,-2,-1
COc1ccccc1CSc1nc2ccccc2[nH]1,52*,0.6,8,0.9,0.5,0,-0.28,2,44
CCCN1Cc2cccc(C(=O)NCc3ccccc3)c2C1=O,40,0.8,-1,0.9,0.6,3,0.63,12,16
Cc1ccccc1NC1C=CS(=O)(=O)C1 (stereo not drawn),9,0.9,-2,1,0.9,4,-0.05,3,5
CC(C)c1ccc(C(=O)NCCCc2ccccc2)cc1,15,0.6,1,0.6,0.9,-1,-0.34,0,37
O=S(=O)(CCc1ccccc1)/N=C/c1cccs1,-9,1.2,.,0.9,1.1,.,0.61,.,-21
CCOC(=O)CC(=O)CSc1nc2cc(C)ccc2cc1C,-12,1,7,1.1,1.1,1,0.05,18,5
O=S(=O)(NCCc1ccccc1)c1cccc2nsnc12,99*,0.4,0,0.9,0,-3,-0.41,-10,59*

# 3 entries from above, with two lines to a compound:
# Values run as follows: CYP2C19 inhib	CYP2C9 act	E coli WT exp	PLAP act	CYP2C19 activ	EphB4 antag	Pyk2 oligo antag	PostGolgi yeast	CYP2C9 inh
> Cc1nnc(SCC(=O)NC(C)c2ccccc2)[nH]c1=O (stereo not drawn)
→ -3	1	0	1.2	1	.	0.48	-2	4
> Cn1cccc1C(=O)OCC(=O)c1cc2ccccc2o1
→ 46	1.1	.	0.9	0.5	6	-1.7	.	-7
> CC(C)Oc1ccc(C(=O)N(Cc2ccco2)C2CCS(=O)(=O)C2)cc1 (stereo not drawn)
→ 7	1	0	1	0.9	-3	-0.79	-2	-1

# Assay outcomes as filed in PubChem.
